Htt clearance – clearance of mutant huntingtin inclusions, primary screen, imaging, HeLa Exon1htt(103Q)mCFP, confocal imaging | inhibition, % at 1.5 µM | actives 0.42% (n = 47,000) | aggregate imaging; zero = plate's median compound well;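 active = inhibition of aggregate fluorescence above about 70%, also judged a hit by eye on the cell image, limit read from the data, passing the limit was not always enough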;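 also: cells exposed to compound for three days before fixation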
Htt clearance grain fraction – recorded beside Htt clearance, whose call it bears; fraction fluorescence in grains; measured here: aggregate grain fluorescence fraction; active compounds read low;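 scaled fraction of total cell fluorescence in grains with unit not stated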
* = called active by the depositor.

The first five records, to show the layout:
SMILES | Htt clearance | Htt clearance grain fraction
Cc1ccc(C2NC(=O)c3c(sc4c3CCN(C)C4)N2)s1 (stereo not drawn) | 43 | 25
C=CCn1c(SCC(=O)c2ccc(Cl)s2)nc2ccccc2c1=O | 12 | 27
CC1(C)CC2CC(C)(CN2C(=O)COC(=O)c2ccc(Cl)cc2N)C1 (stereo not drawn) | -3 | 35
CC(C)C(=O)N1CCN(c2nc(-c3ccccc3)c3c(c2C#N)CC(C)(C)OC3)CC1 | 19 | 27
CCOC(=O)c1cc(NC(=O)c2cc(C)on2)cc(C(=O)OCC)c1 | -15 | 24

All compounds of this part, previewed entries included:
SMILES | Htt clearance | Htt clearance grain fraction
Cc1ccc(C2NC(=O)c3c(sc4c3CCN(C)C4)N2)s1 (stereo not drawn) | 43 | 25
C=CCn1c(SCC(=O)c2ccc(Cl)s2)nc2ccccc2c1=O | 12 | 27
CC1(C)CC2CC(C)(CN2C(=O)COC(=O)c2ccc(Cl)cc2N)C1 (stereo not drawn) | -3 | 35
CC(C)C(=O)N1CCN(c2nc(-c3ccccc3)c3c(c2C#N)CC(C)(C)OC3)CC1 | 19 | 27
CCOC(=O)c1cc(NC(=O)c2cc(C)on2)cc(C(=O)OCC)c1 | -15 | 24
C[n+]1cn(CC(O)COCc2ccccc2)c2ccccc21 (stereo not drawn) | 29 | 27
CCOC(=O)c1nnn(-c2nonc2N)c1CNC(C)C | 37 | 22
COc1ccc(/C(=N\O)c2ncc(C(F)(F)F)cc2Cl)cc1 | 54 | 9.8
Cn1c(=O)c2c(nc(CN3CCc4ccccc4C3)n2Cc2ccc(F)cc2)n(C)c1=O | 8 | 17
COc1cccc(Cn2c(NCC(C)C)nc3c2c(=O)n(C)c(=O)n3C)c1 | 10 | 17
S=c1[nH]nc(-c2ccc(Br)cc2)n1Cc1ccco1 | 72* | 10*
COc1ccc(OC)c(NC(=O)c2cc(S(=O)(=O)NCc3ccco3)ccc2F)c1 | 9 | 37
COCCNC(=O)CN(c1ccc(OC)c(OC)c1)S(=O)(=O)c1ccc(C)cc1 | -24 | 26
CCOc1ccccc1Oc1ccc(C(F)(F)F)cn1 | 40 | 11
Cc1ccc(CNC(=O)c2nnn(-c3cccc(C)c3)c2N)cc1 | -9 | 37
COc1ccc(OC)c(S(=O)(=O)N(C)CC(=O)Nc2ccccc2OC)c1 | -12 | 19
O=C(c1cc2ccccc2oc1=O)N(Cc1cccs1)Cc1ccccc1Cl | -1 | 17
C=CCOc1ccc(CNn2nnnc2N)cc1 | -28 | 48
CCn1nc(C(=O)N2CCN(Cc3ccc4c(c3)OCO4)CC2)c2ccccc2c1=O | -24 | 47
Cn1c(=O)[nH]c(=O)c2c1nc(SCC(O)CO)n2Cc1ccccc1Cl (stereo not drawn) | -44 | 53
CNC(=S)NNC(=O)c1cccn(Cc2ccc(Cl)cc2Cl)c1=O | 0 | 21
O=C(CSc1ncn(-c2ccccc2)n1)NCc1ccccc1 | -48 | 30
CCOC(=O)C(NC(=O)CC)C(O)c1cccc([N+](=O)[O-])c1 (stereo not drawn) | -34 | 52
Cc1ccc(NC(=O)C(C)Sc2nc(=O)cc(N)n2-c2ccccc2)cc1 (stereo not drawn) | -38 | 27
O=C(Nc1nc2n(n1)C(c1ccccc1)C=C(c1ccccc1)N2)c1ccco1 (stereo not drawn) | 22 | 26

One compound at a time (already shown). Values in the order: Htt clearance	Htt clearance grain fraction
Listed for COc1cccc(Cn2c(NCC(C)C)nc3c2c(=O)n(C)c(=O)n3C)c1 = 10	17
Listed for CCOC(=O)C(NC(=O)CC)C(O)c1cccc([N+](=O)[O-])c1 (stereo not drawn) = -34	52
Listed for C=CCOc1ccc(CNn2nnnc2N)cc1 = -28	48
Listed for O=C(Nc1nc2n(n1)C(c1ccccc1)C=C(c1ccccc1)N2)c1ccco1 (stereo not drawn) = 22	26

Going on with the list:
SMILES | Htt clearance | Htt clearance grain fraction
O=C(CS(=O)(=O)Cc1ccccc1)N1CCN(c2cccc(C(F)(F)F)c2)CC1 | -79 | 33
Cc1ccc(OC(F)F)c(NC(=O)Nc2cccc(C(F)(F)F)c2)c1 | -5 | 25
O=c1[nH]c(Cc2ccccc2)nc2c1oc1ccccc12 | -44 | 30
COc1ccc(Cl)cc1Nc1nc(N)nc(C(F)(F)F)n1 | 66 | 13
Cc1ccc(S(=O)(=O)c2nc(Nc3ccccc3N3CCOCC3)sc2Cl)cc1 | 5 | 38
CCOC(=O)N1CCC(NC(=O)c2cc(C(=O)NCc3ccc(F)cc3)ccc2CO)CC1 | 20 | 14
CCOc1ccc(S(=O)(=O)NCc2ccc(F)cc2)c2cccnc12 | 32 | 27
CCN1C(=O)NC2C1N(S(C)(=O)=O)CCN2S(C)(=O)=O (stereo not drawn) | -19 | 48
CSc1nc2ccc(S(=O)(=O)N3CCCC3)cc2s1 | 43 | 11
Cc1ccc(CN2CCN(C(=O)c3ccco3)CC2)cc1 | 52 | 8.5
O=C(NCCCN1CCCC1=O)c1cccc(C(F)(F)F)c1 | 45 | 25
COCCCn1c(Cc2csc(Nc3ccccc3)n2)nnc1SCC(N)=O | 3 | 17
CCOC(=O)CN1CC23C=CC(O2)C(C(=O)NCc2ccc(C)cc2)C3C1=O (stereo not drawn) | -32 | 47
Cc1ccc(-c2nn3c(C)nnc3c3ccccc23)cc1S(=O)(=O)N1CCN(CCO)CC1 | -38 | 25
CCOc1ccccc1NC(=O)CSc1nnnn1Cc1ccccc1 | -22 | 25
Cc1ccc(C)c(NC(=O)C2CC(=O)N(C(C)C)C2)c1 (stereo not drawn) | -11 | 38
Cc1cc(NC(=O)c2cn(C3CCCCC3)c(=O)c3c2c2ccccc2n3C)no1 | -40 | 50
O=C(CCC(=O)OCCCC(F)(F)C(F)(F)F)Nc1ccccc1 | 9 | 19
COc1ccc(NC(=O)CSc2nnc(CNc3ccc(F)cc3)o2)c(OC)c1 | -31 | 27
O=C(Oc1c(CN2CCOCC2)cc(Cl)c2cccnc12)c1ccc(F)cc1 | -52 | 28
Cc1ccc(SCc2nc(-c3ccccn3)no2)cc1 | 25 | 14
CCOC(=O)CCP(=O)(O)C(O)c1ccccc1 (stereo not drawn) | 13 | 27
CCCc1cc(=O)[nH]c(SCCOc2ccc(Cl)cc2)n1 | 42 | 22
Cn1ccnc1C(O)(c1nnc(-c2ccccc2)o1)C(F)(F)F (stereo not drawn) | 43 | 21
CCOc1ccc(-c2nc(S(=O)(=O)c3ccccc3)c(NCc3cccnc3)o2)cc1 | -10 | 21
SMILES | Htt clearance | Htt clearance grain fraction
COc1ccc(C(=O)Nc2ccc(Cl)cc2C(=O)NCc2ccco2)cc1 | 64 | 6.8
CCOC(=O)C1=C(C)Nc2nc(SCC(=O)OC)nn2C1c1cc(F)cc(F)c1 (stereo not drawn) | -1 | 20
Cc1ccc(C(NC(N)=O)c2ccccc2C)cc1 (stereo not drawn) | 32 | 13
Cc1cc(C)nc(SCc2nnc(SCC(=O)Nc3ccc(C)c(C)c3)n2Cc2ccco2)n1 | 62 | 8
Cc1ccc(C(=O)Nc2ccc(Br)c(C(F)(F)F)c2)cc1 | 12 | 27
NC(=O)c1c(N)sc(=S)n1CC1CCCO1 (stereo not drawn) | 6 | 34
CCCCCn1c(=NC(=O)c2ccco2)c(C(=O)OCC)cc2c(=O)n3ccccc3nc21 | 40 | 12
COc1nc(-c2cccs2)cc(-c2ccc(C)cc2)c1C#N | 10 | 30
Cc1noc(C)c1COc1cccc(C(=O)Oc2ccc3c(c2)OCO3)c1 | 70 | 5.1
CCCc1ccc(OCC(=O)O)cc1 | -272 | 159
Cc1nc(-c2ccc3c(c2)OCO3)cs1 | -12 | 49
N#Cc1c2n(c3c(=O)n(Cc4ccccc4)cnc13)CCCC2 | -8 | 21
O=C(O)CSC1c2ccccc2C(=O)N1Cc1ccccc1 (stereo not drawn) | 5 | 35
CC12CCC(C(=O)NCC3CCCO3)(OC1=O)C2(C)C (stereo not drawn) | -40 | 27
C=CCSc1nc2ccccc2n1C(=O)/C=C/c1ccc(OC)c(OC)c1 | -13 | 44
CS(=O)(=O)N(CC(=O)N1CCN(c2cccc(Cl)c2)CC1)C1CCCCC1 | 33 | 14
C=CCN1C(=O)C2(/C(=C(\O)c3ccc4c(c3)OCCO4)C(=O)C(=O)N2CCCOC)c2ccccc21 (stereo not drawn) | 0 | 19
COc1ccc(Cl)cc1NC(=O)c1ccco1 | 1 | 17
CN(C)c1ccc(CN(C(=O)COc2ccc(F)cc2)C2CCS(=O)(=O)C2)cc1 (stereo not drawn) | 49 | 11
Cc1ccc(C(=O)N2CCC(C(N)=O)CC2)cc1C | -74 | 32
COC(=O)C1CCN(C(=O)N2CCOCC2)CC1 | 29 | 29
CCN(CC(=O)Nc1c(C(=O)OC)[nH]c2ccc(C)cc12)c1ccc2c(c1)OCO2 | -15 | 24
Cc1nn(CC(O)Cn2cnc3c2c(=O)n(C)c(=O)n3C)c(C)c1Br (stereo not drawn) | -4 | 19
O=C1c2ccccc2C(Nc2ccc3c(c2)OCCO3)N1c1ccc(Cl)cn1 (stereo not drawn) | -5 | 35
CN1CCN(Cc2cc(=O)oc3cc4c(cc23)CCC4)CC1 | -8 | 47

Sorted by value in Htt clearance grain fraction (high to low): some entries from above.
SMILES | Htt clearance | Htt clearance grain fraction
CCOc1ccc(S(=O)(=O)NCc2ccc(F)cc2)c2cccnc12 | 32 | 27
Cn1c(=O)c2c(nc(CN3CCc4ccccc4C3)n2Cc2ccc(F)cc2)n(C)c1=O | 8 | 17
CSc1nc2ccc(S(=O)(=O)N3CCCC3)cc2s1 | 43 | 11

(continued)
SMILES | Htt clearance | Htt clearance grain fraction
O=C(CC1CCCCC1)c1c(O)c2ccccc2oc1=O | 21 | 35
CCN(CCO)c1ncnc2c1sc1nc(C(C)C)c3c(c12)CC(C)(C)OC3 | 20 | 31
Cc1ccc(C(=O)OCC(=O)Nc2sc3c(c2C#N)CCCCC3)cc1NC(=O)c1ccco1 | -19 | 44
CCOc1c(OC(C)=O)ccc(/C=C/c2ccc3cccc(OC(C)=O)c3n2)c1[N+](=O)[O-] | -38 | 30
O=C(CCN1CCc2ccccc2C(O)(c2ccccc2)C1)c1ccc2c(c1)OCCO2 (stereo not drawn) | -34 | 23
CC1(C)CC(=O)c2cnc(N3CCc4ccccc4C3)nc2C1 | 0 | 38
CCCC(=O)c1cc(F)c(N2CCN(CCC#N)CC2)cc1C | -103 | 64
O=C(Cc1cccs1)N1CCC(c2nc3c(nnn3Cc3ccc(F)cc3)c(=O)[nH]2)CC1 | -22 | 54
CCOC(=O)c1cnc(-c2cccc(OC)c2)[nH]c1=O | -23 | 24
CCOC(=O)CCn1nc(-c2ccccc2)cc1N | 1 | 18
OCCCc1nc2n(n1)C(c1ccccc1)C=C(c1ccc(F)cc1)N2 (stereo not drawn) | 8 | 17
Cn1c(=O)c2c(nc(Oc3ccc4ccccc4c3)n2C)n(C)c1=O | 40 | 14
CCN(C(=O)c1cccs1)c1nnc(-c2ccncc2)s1 | -28 | 23
O=C(NCC1CCCO1)c1ccc(COc2ccc(F)cc2)o1 (stereo not drawn) | 39 | 12
Cc1nnc(SCCC(C)C)[nH]c1=O | 11 | 35
Cc1c(NC(=O)CSC2=C(C#N)C(c3ccccc3F)CC(=O)N2)c(=O)n(-c2ccccc2)n1C (stereo not drawn) | 13 | 29
Cc1cc2ncn(C(=O)c3c(-c4ccccc4)noc3C)c2cc1C | -35 | 60
Cc1ccc(C2CN=NC23CCc2ccccc2C3=O)cc1 (stereo not drawn) | 8 | 19
Cc1cccc(NC(=O)CC2Nc3cccc4cccc(c34)NC2=O)c1 (stereo not drawn) | -35 | 42
O=C(NCCC1=CCCCC1)c1ccc(=O)oc1 | 51 | 16
CCN(CC)C(=O)C1=C(C)Nc2nnnn2C1c1cccnc1 (stereo not drawn) | 24 | 14
COC1CCCCC1NS(=O)(=O)c1ccccc1 (stereo not drawn) | 27 | 14
CC1(C)Cc2c(C#N)c(SCc3nc4ccccc4[nH]3)nc(N3CCOCC3)c2CO1 | 5 | 33
COc1cccc(N2C(=O)CC(N3CCC(C(N)=O)(N4CCCCC4)CC3)C2=O)c1 (stereo not drawn) | -40 | 25
O=C(OCC(=O)c1c[nH]c2ccccc12)c1ccco1 | 16 | 16

Exported tab-delimited: two of the compounds above
structure	Htt clearance	Htt clearance grain fraction
CC1(C)Cc2c(C#N)c(SCc3nc4ccccc4[nH]3)nc(N3CCOCC3)c2CO1	5	33
CCCC(=O)c1cc(F)c(N2CCN(CCC#N)CC2)cc1C	-103	64

(listing goes on)
SMILES | Htt clearance | Htt clearance grain fraction
Cc1cccc(-c2c3c(=O)n(C)c(=O)n(C)c3cn2-c2ccc(O)cc2)c1 | 63 | 6.8
c1ccc(Cn2c(CNc3nc4ccccc4n3CCN3CCCCC3)nc3ccccc32)cc1 | -52 | 27
Cc1ccc(NC(=O)/C(=C\c2cccc([N+](=O)[O-])c2)NC(=O)c2cccs2)cc1 | -62 | 61
CCOC(=O)c1c(NCC2CCCO2)c2ccccc2[nH]c1=O (stereo not drawn) | 0 | 20
CCOCc1nnc(NC(=O)c2c(OC)cccc2OC)s1 | -38 | 52
Cn1c(=O)c2c(ncn2CCCc2ccccc2)n(C)c1=O | 22 | 29
Cc1cccc(C(C)(C)C)c1OCCCCN1CCCC1 | -97 | 35
CCCc1cc(=O)[nH]c(SCC(=O)N2CCN(c3ccc(F)cc3)CC2)n1 | -42 | 28

This is a subset; rates above refer to the full screens.
